esBAF inh: blocks esBAF chromatin remodeling in mouse ES cells | Bmi1-luciferase knock-in reporter, 24 h; 100% = twice the neutral-well signal | reporter increase, % at 12.5 µM | actives 2% (n = 350,000); in the data active means activation above about 40%;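 further: 0% = median of the plate's neutral control wells and 100% = double that signal; a rise in the Bmi1 reporter signal indicates esBAF inhibition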
FN deposit inh: fibronectin deposition inhibition | AID 743247 | inhibition, % at 12.6 µM | actives 0.086% (n = 350,000) | AH1F fibroblasts, Alexa488-fibronectin deposition fluorescence, overnight;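 active means mean inhibition across replicates of 30% or more, regardless of how many single replicates reach that level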;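 further: positive control wells lacked labelled fibronectin entirely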
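Test system: AH1F fibroblast monolayer depositing Alexa488-labelled fibronectin into matrix. Input: 10000 cells per well. Technique: fluorescence, ex 485 nm, em 525 nm. Buffer or medium: DMEM plus 2% serum, read in PBS. Timing: 1 h cell adhesion before compound, then overnight fibronectin incubation. Compound: single dose, pinned. Read-out basis: inhibition from reduced deposited-fibronectin fluorescence.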
XiGFP reactiv: reactivates the inactive X chromosome in mouse fibroblasts; activation, % at 7.58 µM; AID 743238; XiGFP mouse fibroblasts, % GFP-positive cells imaging, 3 d; cells co-treated with 5-aza-dC sensitizer; scaled so ellipticine positive control = 100%; actives 0.055% (n = 360,000);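 active means mean normalized replicate activation at least 10% and every replicate at or above 10%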;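 further: 0% = median of on-plate neutral control wells and 100% = ellipticine 6 µM median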
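Schedule: 3 d treatment, 15 min room-temperature fixation; system: 68-5-11 XiGFP fibroblast line; buffer or medium: DMEM plus 5-aza-dC sensitizer; control set: ellipticine 6 µM positive control; compound: one concentration, pinned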
E-selectin induc: induces E-selectin expression in human endothelial cells. AID 686992. activation, % at 7.58 µM. actives 0.37% (n = 260,000). P16581. HUVEC E-selectin immunofluorescence imaging; normalized: neutral wells 0, TNF-alpha wells 100;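 active means mean E-selectin-positive cell signal at least 10% of the positive control, reached in at least 60% of replicates, without over 20% cell loss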;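 further: in these data hits start at about 27%; measured in HUVEC primary endothelial cells; signal is the percent of cells scored E-selectin positive by PE staining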
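Material: HUVEC primary endothelial cells; Amount: 3,000 cells per well; Dosing: single concentration; Medium: EGM-2 growth medium on 0.1% gelatin-coated wells; Read-out basis: percent E-selectin-positive cells; Signal: immunofluorescence imaging; Control set: TNF-alpha, DMSO.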
RAD54 branch: blocks human RAD54 Holliday junction branch migration; FAM/BHQ fluorescence; Q92698; AID 602329; inhibition, % at 10.4 µM; actives 0.14% (n = 360,000);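 active means mean normalized replicate activity at least 40 and at least half of replicates scoring 40 or more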;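 further: 0% = median of neutral control wells and 100% = median of positive control wells; inhibitors cause a drop in the FAM fluorescence signal; in these data hits start at about 50%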
RAD52 inh: blocks human RAD52 DNA annealing; inhibition, % at 18.7 µM; AID 651710; recombinant RAD52 DNA annealing, FRET fluorescence; actives 0.46% (n = 360,000); P43351;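 active means every replicate showing at least 50% inhibition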
Target sequence (P43351 whole entry, looked up): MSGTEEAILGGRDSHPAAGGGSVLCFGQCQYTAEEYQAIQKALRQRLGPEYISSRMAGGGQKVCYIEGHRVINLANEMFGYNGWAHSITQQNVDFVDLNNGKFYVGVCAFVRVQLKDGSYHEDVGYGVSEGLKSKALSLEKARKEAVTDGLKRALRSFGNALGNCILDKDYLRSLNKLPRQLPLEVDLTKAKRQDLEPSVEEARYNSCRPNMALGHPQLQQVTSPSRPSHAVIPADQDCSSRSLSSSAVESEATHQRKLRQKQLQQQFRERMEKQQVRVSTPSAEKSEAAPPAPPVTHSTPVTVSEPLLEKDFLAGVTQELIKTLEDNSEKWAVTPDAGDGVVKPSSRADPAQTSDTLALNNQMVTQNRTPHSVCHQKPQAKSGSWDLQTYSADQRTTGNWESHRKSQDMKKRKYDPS
S100A4 inh HTS: blocks human S100A4 binding to myosin IIA peptide; P26447; S100A4/TAMRA-MyoIIA peptide fluorescence polarization; inhibition, % at 10.7 µM; actives 0.14% (n = 360,000); AID 652163;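 active means mean inhibition of at least 70% across replicates, with every replicate also reaching that level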
Target sequence (P26447 whole entry, looked up): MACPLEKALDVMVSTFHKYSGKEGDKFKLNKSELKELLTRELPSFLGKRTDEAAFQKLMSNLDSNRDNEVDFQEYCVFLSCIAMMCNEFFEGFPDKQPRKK
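Assay system: human S100A4 monomer with TAMRA-labelled myosin IIA peptide / Buffer or medium: Calcium-containing HEPES buffer, pH 7.2 / Reagent: TAMRA-labelled myosin IIA heavy-chain peptide probe, 5 nM / Compound: one dose per compound / Timing: polarization read 5 min after assay mix addition, stable 5–60 min / Benchmarks: neutral control DMSO, positive control TFP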
EWS-Fli block: EWS/Fli transcriptional activity inhibition | actives 0.67% (n = 350,000) | A673 NR0B1-luciferase reporter, viability-normalised | inhibition, % at 12.6 µM;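 active means mean inhibition of at least 50% after viability correction, with every replicate also passing that limit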;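 further: firefly luciferase signal divided by Alamar Blue viability fluorescence both relative to DMSO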
Numbers without * were called inactive; . = not tested or not shown.

SMILES	esBAF inh	FN deposit inh	XiGFP reactiv	E-selectin induc	RAD54 branch	RAD52 inh	S100A4 inh HTS	EWS-Fli block
CSc1nnc(NC(=O)C2CCCCC2)s1	45*	1	-0.1	0.2	-6	-13	-2	-48
CCc1c(C(=O)Nc2ccc(C)c(C)c2)[nH]c(C)c1C(C)=O	71*	0	0.0	0.5	1	-10	0	-85
O=C(N/N=C/c1cccs1)c1ccc2ccccc2c1	77*	10	0.0	0.0	-7	-7	-2	.
COC(=O)C1(C(=O)OC)c2ccccc2CN(S(=O)(=O)c2ccc(C)cc2)C1CC(C)=O (configuration not stated)	.	7	0.0	-0.1	.	-6	0	-2
CC(C)C[C@H](NC(=O)c1[nH]cnc1C(=O)N[C@@H](C)c1ccccc1)C(=O)OC(C)(C)C	6	3	0.0	0.1	-10	-11	-5	5
N#CC(C#N)=Cc1cccn1-c1ccc(C(=O)O)cc1	.	-10	0.0	.	.	-21	16	19
CCN(CCO)c1ncnc2onc(-c3ccc(F)cc3)c12	-3	-11	0.0	0.1	-7	-4	-4	1
O[C@@H]1CN(CC2CCCCC2)[C@@H](c2ccc(Cl)cc2)C[C@H]1n1cc(-c2ccc(F)cc2)nn1	2	-7	0.0	0.3	7	4	0	23
COc1ccccc1NC(=O)NNC(=O)c1ccc2c(c1)NC(=O)C(C)(C)O2	0	-2	0.0	0.8	2	7	-20	9
O=C(COC(=O)/C=C/c1cccc(C(F)(F)F)c1)NC(=O)NCc1ccccc1	-5	-2	-0.1	0.2	3	-8	-4	-4
CCOc1ccc(NC(=O)CSc2nc3ccsc3c(=O)n2CCCCC(=O)O)cc1	-1	-6	-0.1	0.0	-2	-12	-2	6
O=C(Nc1ccc(F)cc1)N[C@@H]1CC[C@H](CCn2cc(-c3ccccc3F)nn2)O[C@H]1CO	2	-4	-0.1	-0.4	-5	3	25	11
CCCN(C)C[C@H]1Oc2ncc(-c3cccc(C#N)c3)cc2C(=O)N([C@@H](C)CO)C[C@@H]1C	1	11	-1.0	-0.3	-2	-7	11	-4
CCOc1cc(C=O)ccc1OS(=O)(=O)c1ccc(NC(C)=O)cc1	.	8	0.1	0.4	.	-15	5	8
COc1ccc(N(CC(=O)Nc2ccc(C)c(F)c2)S(=O)(=O)c2c(C)noc2C)cc1	-3	-1	0.0	.	2	-2	0	.
O=C(NCC1OCCc2ccccc21)c1cc(COc2ccc(F)cc2Cl)on1 (configuration not stated)	.	-5	0.2	1.3	.	-26	-6	-1
O=C(Nc1ccccc1Cc1ccccc1)c1ccc2c(c1)SC1=NS(=O)(=O)CCN12	.	0	0.1	0.1	.	2	0	-21
COc1ccc(/C=C2\SC(=O)N(CCc3nnc(N)s3)C2=O)cc1	-14	-7	0.0	0.1	4	-28	0	-33
Cc1onc(-c2ccccc2)c1NC(=O)N(CCC#N)Cc1ccccc1	.	0	0.4	0.3	-12	-8	-7	2
O=S(=O)(Nc1cccc(S(=O)(=O)N2CCCCCC2)c1)c1ccccc1	-1	.	0.0	.	-25	-9	-1	2
CCCCOc1ccc(OCCNC(=O)c2ccco2)cc1	33	-5	-0.1	-0.1	-39	-1	-3	-17
COc1ccc(-c2ccc3c(c2)O[C@@H](CN(C)C(=O)c2ccccc2F)[C@H](C)CN([C@H](C)CO)S3(=O)=O)cc1	9	.	0.3	0.1	-6	10	-4	-10
COc1ccc(NC2CCCN(C(=O)CCN3CCCO3)C2)cc1 (configuration not stated)	-6	-1	0.1	.	-1	0	1	1
COC[C@@H](O)[C@H]1OCc2cc(OC)ccc2[C@@H]1/C=C/c1ccccc1	.	13	-0.3	-0.1	.	-8	1	8
C[C@@H]1CCCCO[C@@H](CN(C)CC2CCCCC2)[C@H](C)CN([C@H](C)CO)C(=O)c2cc(NC(=O)CCC(F)(F)F)ccc2O1	1	.	0.4	0.5	15	.	.	4

Given with each value named: entries from further up
Cc1onc(-c2ccccc2)c1NC(=O)N(CCC#N)Cc1ccccc1
- esBAF inh = .
- FN deposit inh = 0
- XiGFP reactiv = 0.4
- E-selectin induc = 0.3
- RAD54 branch = -12
- RAD52 inh = -8
- S100A4 inh HTS = -7
- EWS-Fli block = 2

O=C(NCC1OCCc2ccccc21)c1cc(COc2ccc(F)cc2Cl)on1 (configuration not stated)
- esBAF inh = .
- FN deposit inh = -5
- XiGFP reactiv = 0.2
- E-selectin induc = 1.3
- RAD54 branch = .
- RAD52 inh = -26
- S100A4 inh HTS = -6
- EWS-Fli block = -1

The list goes on:
SMILES	esBAF inh	FN deposit inh	XiGFP reactiv	E-selectin induc	RAD54 branch	RAD52 inh	S100A4 inh HTS	EWS-Fli block
COc1ccc(NC(=O)c2cccc3c2C(=O)N(C2CCCCC2)C3)cc1	9	9	0.1	.	5	-6	1	7
O=C(CC1CC1)N1CC2(C1)[C@H](c1ccccc1)[C@@H](CO)N2Cc1ccccc1	.	.	0.1	-0.3	.	-2	11	3
O=C(c1cccnc1)N1CC[C@@H]2[C@@H](CO)Nc3ccc(C4=CCCCC4)cc3[C@@H]21	2	-3	0.1	0.1	2	-11	-11	-8
Cc1ccc(S(=O)(=O)CC(=O)c2cc(C)c(O)c(C)c2)cc1	1	-5	0.2	-0.1	-3	-16	3	-1
C[C@H]1CN([C@@H](C)CO)C(=O)c2cc(NS(=O)(=O)c3ccc(Cl)cc3)ccc2O[C@@H]1CN(C)Cc1ccncc1	4	.	3.9	3.8	13	8	14	1
COc1ccc2c3c(n(C)c2c1)[C@H](CO)N(C(=O)C1CCCC1)CC31CN(C)C1	.	.	0.3	-0.3	.	7	7	0
C[C@]12CCC3C(CC[C@H]4CCCC[C@]34C)C1CC[C@@]2(O)CNCCO (some centres not stated)	4	-9	0.0	.	13	-4	-4	3
CC1CCCCC1NC(=O)CSc1nc2ccccc2[nH]1 (configuration not stated)	0	3	0.1	0.5	1	-6	-2	-3
O=C(CSc1ccccc1C(=O)O)NCC1CCCCC1	23	-7	0.0	-0.2	6	-13	-2	-7
CCCNC(=O)N(C)C[C@H]1Oc2ncc(Br)cc2C(=O)N([C@H](C)CO)C[C@@H]1C	-5	0	-0.1	0.0	1	-3	-2	-3
O=C(NCC[C@H]1CC[C@@H](NC(=O)c2ccncc2)[C@@H](CO)O1)Nc1ccc(Cl)cc1	-7	-4	0.3	-0.1	4	10	-7	-9
CN(C)C(=O)C[C@@H]1C[C@@H]2c3cc(NS(C)(=O)=O)ccc3O[C@@H]2[C@@H](CO)O1	0	-34	0.6	0.9	-26	-4	-5	-7
CCCC#Cc1ccc2c(c1)O[C@H](CN(C)S(=O)(=O)c1cccc(OC)c1)[C@H](C)CN([C@@H](C)CO)S2(=O)=O	-1	1	-0.5	-0.1	.	.	.	24
CCN(C(=O)CSc1ccccn1)C1CCCCC1	14	14	1.3	.	3	-8	-2	-9
COc1ccccc1-c1cnc2c(c1)C(=O)N([C@@H](C)CO)C[C@H](C)[C@@H](CN(C)C(=O)CN(C)C)O2	0	2	0.8	-0.1	-3	0	-7	0
Cc1ccc(-n2c(-c3ccc(Cl)cc3)c[n+]3c2CCC3)cc1	.	-6	-0.1	0.1	.	-7	-3	1
CCC(=O)N[C@@H]1CC[C@H](CC(=O)NCc2ccc(OC)cc2)O[C@@H]1CO	1	.	0.0	-0.3	6	-10	-5	1
Cc1ccc(NC(=O)CSc2nc(C)c(C)c(C)n2)cc1S(=O)(=O)N1CCOCC1	6	-6	0.2	0.4	-1	-46	0	7
CCOC(=O)NN=C1CCC(c2ccccc2)CC1 (configuration not stated)	-1	-7	0.1	.	-1	-7	-43	.
CC(C)NC(=O)N(C)C[C@@H]1OCCCC[C@H](C)Oc2ccc(NC(=O)CCC(F)(F)F)cc2C(=O)N([C@@H](C)CO)C[C@@H]1C	.	-5	0.1	-0.3	-7	12	1	.
CCCN1C[C@@H](C)[C@@H](OC)CN(C)C(=O)c2cc(NC(=O)c3cccc(F)c3)ccc2OC[C@@H]1C	1	-9	-0.1	0.0	-10	12	-3	-2
COCCn1c(N)c(N(Cc2ccccc2)C(=O)c2oc3ccccc3c2C)c(=O)[nH]c1=O	-6	-1	0.0	0.4	0	-23	-2	11
COc1ccccc1CNC(=O)C[C@H]1CC[C@H](NC(C)=O)[C@@H](CO)O1	-1	-11	-0.8	-0.5	-5	11	-2	5
O=S1(=O)CCC(N=Cc2ccc(-c3ccc(Cl)cc3)o2)C1 (configuration not stated)	7	10	0.0	6.9	.	-14	3	-14
O=[N+]([O-])c1cc(Cl)cc(/C=N/Nc2nc3ccccc3s2)c1O	16	-27	-0.1	1.3	1	-19	-3	-10

Compound profiles (already shown). Order of values: esBAF inh, FN deposit inh, XiGFP reactiv, E-selectin induc, RAD54 branch, RAD52 inh, S100A4 inh HTS, EWS-Fli block
`CC(C)NC(=O)N(C)C[C@@H]1OCCCC[C@H](C)Oc2ccc(NC(=O)CCC(F)(F)F)cc2C(=O)N([C@@H](C)CO)C[C@@H]1C` across the screens: ., -5, 0.1, -0.3, -7, 12, 1, .
`O=C(c1cccnc1)N1CC[C@@H]2[C@@H](CO)Nc3ccc(C4=CCCCC4)cc3[C@@H]21` across the screens: 2, -3, 0.1, 0.1, 2, -11, -11, -8
`COc1ccccc1CNC(=O)C[C@H]1CC[C@H](NC(C)=O)[C@@H](CO)O1` across the screens: -1, -11, -0.8, -0.5, -5, 11, -2, 5
`CCCNC(=O)N(C)C[C@H]1Oc2ncc(Br)cc2C(=O)N([C@H](C)CO)C[C@@H]1C` across the screens: -5, 0, -0.1, 0.0, 1, -3, -2, -3

(more compounds)
SMILES	esBAF inh	FN deposit inh	XiGFP reactiv	E-selectin induc	RAD54 branch	RAD52 inh	S100A4 inh HTS	EWS-Fli block
COc1ccc(Nc2nc(N)nc(CSC(=S)N3CCN(C)CC3)n2)cc1	31	-1	0.2	.	5	4	1	-30
COC(=O)C[C@H]1C[C@@H]2c3cc(NC(=O)Nc4ccc(C(F)(F)F)cc4)ccc3O[C@@H]2[C@H](CO)O1	-7	4	0.3	0.4	-8	5	9	4
Cc1nc(N2CCCCC2)nc(N2CCCCC2)c1C=O	-5	4	0.0	.	5	-57	-9	-1
C[C@H](CO)N1C[C@H](C)[C@@H](CN(C)C(=O)C2CC2)Oc2cc(-c3ccccc3F)ccc2S1(=O)=O	0	.	0.8	-0.2	3	11	13	0
CCOC(=O)[C@]12CCC=C1N(Cc1ccc3c(c1)OCO3)C(=O)[C@H](CC(=O)N1CCCC1)C2	.	.	0.0	-0.1	.	-5	3	1
CN(C(=O)c1cc2ccccc2oc1=O)C1(C)CCS(=O)(=O)C1 (configuration not stated)	6	2	0.0	-2.0	.	-6	-3	1
CCCNC(=O)c1ccc(COc2ccc(C(C)(C)C)cc2)o1	16	-11	-0.1	0.1	-12	7	2	-21
CN1c2ccc(-c3ccccc3)cc2[C@H]2[C@H](CCN2C(=O)c2ccccc2)[C@@H]1CO	2	-15	0.0	-0.5	5	9	28	1

Compound activity from PubChem.
